# MT1-MMP act inh: blockers of MT1-MMP proenzyme processing, primary screen, HT1080 RFP-PRO-GFP cells, GFP/RFP fluorescence. Matrix metalloproteinase-14 (Homo sapiens), P50281. GFP/RFP ratio fluorescence, overnight; percent of plate control window, DMSO zero. GFP/RFP ratio change, % at 20 µM. 0.061% of 360,000 active;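 active = GFP/RFP ratio change of at least 30% with cell ATP level not reduced by more than half and red fluorescence within 50% of control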; note: strong numbers were not always called active
#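 system = RFP-PRO-GFP reporter HT1080 cells | dosing = 20 µM single dose, 1% DMSO | timing = overnight cell settling, then overnight compound exposure, 37 °C, 5% CO2 | read-out basis = GFP/RFP fluorescence ratio | controls = DMSO and RFP-L50D-GFP cell wells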
# MsrA act: bovine MsrA enzyme activators, primary screen, biochemical, absorbance, HTS | Methionine sulfoxide reductase A (Bos taurus) | purified bovine MsrA, absorbance read-out | activation, % at 10.6 µM | 0.3% of 360,000 active | AID 602163, 2012; in the data active = activation above about 7.5%;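 note: 0% = vehicle and 100% = reference activator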
# Neddylation inh: inhibitors of cullin neddylation, primary screen, biochemical, TR-FRET, uHTS, NAE and Ubc12; NEDD8-conjugating enzyme Ubc12 (Homo sapiens) + NEDD8-activating enzyme E1 regulatory …; calls only at 25 µM; 0.58% of 360,000 active; AID 651699, 2012; in the data active = inhibition above about 36%
# eLon inh: inhibitors of E. coli Lon protease, primary screen, biochemical, fluorescence polarization; inhibition, % at 7.94 µM; purified E. coli Lon protease; AID 602123, 2011; 0.42% of 360,000 active; in the data active = inhibition above about 13%, passing the limit was not always enough;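 note: 0% = enzyme with probe and DMSO and 100% = no enzyme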
# FAS-TE inh: FAS thioesterase domain inhibitors, primary screen, biochemical, fluorescence intensity, uHTS; 0.67% of 360,000 active; Fatty acid synthase (Homo sapiens), P49327; recombinant FAS-TE, OMFH fluorogenic substrate, fluorescence endpoint; inhibition, % at 15 µM; AID 602261, 2012;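 active = compounds whose normalised, plate-corrected inhibition of enzyme fluorescence in the single-dose primary screen is 50% or more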;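 note: 0% = DMSO with enzyme and 100% = substrate without enzyme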
# Rin1 Abl inh: inhibitors of Rin1-Abl protein binding, primary screen, biochemical, TR-FRET; 0.4% of 360,000 active; inhibition, % at 7.35 µM; AID 588664, 2011; in the data active = inhibition above about 5%, passing the limit was not always enough
# NRP1-CendR mod: modulators of CendR peptide binding to NRP-1, primary screen, biochemical, fluorescence polarization, uHTS; Neuropilin-1 (Homo sapiens), O14786; FAM-RPARPAR peptide binding to NRP-1; inhibition, % at 25 µM; 0.85% of 360,000 active; AID 602438, 2012;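 active = inhibition or corrected inhibition above about 18%, plus a signal ratio from 0.5 to 1.5, limit read from the data, passing the limit was not always enough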; note: strong numbers were not always called active
# Target sequence (O14786 whole entry, looked up): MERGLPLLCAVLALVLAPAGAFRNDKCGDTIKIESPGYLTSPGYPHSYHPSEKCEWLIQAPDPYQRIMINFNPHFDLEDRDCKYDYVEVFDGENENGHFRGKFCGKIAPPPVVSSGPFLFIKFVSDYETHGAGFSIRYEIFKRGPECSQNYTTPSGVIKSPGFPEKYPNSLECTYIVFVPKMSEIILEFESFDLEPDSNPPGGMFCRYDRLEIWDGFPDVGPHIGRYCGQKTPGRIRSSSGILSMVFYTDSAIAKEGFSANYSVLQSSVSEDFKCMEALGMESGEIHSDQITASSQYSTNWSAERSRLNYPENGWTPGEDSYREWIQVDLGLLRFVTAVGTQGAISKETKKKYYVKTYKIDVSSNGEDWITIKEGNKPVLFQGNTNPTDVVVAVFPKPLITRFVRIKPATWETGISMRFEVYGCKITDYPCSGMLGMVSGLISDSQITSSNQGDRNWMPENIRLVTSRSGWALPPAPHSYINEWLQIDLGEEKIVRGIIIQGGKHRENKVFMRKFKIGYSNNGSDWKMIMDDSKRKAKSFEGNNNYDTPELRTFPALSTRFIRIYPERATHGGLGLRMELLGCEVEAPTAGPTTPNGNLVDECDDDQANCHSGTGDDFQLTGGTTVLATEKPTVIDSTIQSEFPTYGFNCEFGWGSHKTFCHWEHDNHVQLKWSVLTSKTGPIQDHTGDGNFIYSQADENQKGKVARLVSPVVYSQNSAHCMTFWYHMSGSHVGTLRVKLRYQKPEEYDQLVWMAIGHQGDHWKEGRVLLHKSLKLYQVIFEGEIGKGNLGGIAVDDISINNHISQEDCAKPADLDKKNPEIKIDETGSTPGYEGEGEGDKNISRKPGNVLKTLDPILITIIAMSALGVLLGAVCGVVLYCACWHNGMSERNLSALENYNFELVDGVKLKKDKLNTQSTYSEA
# SKN-1 block: suppressors of acrylamide-induced Pgst-4::GFP reporter in worms, primary screen, SKN-1 inhibitor project, whole organism, uHTS, GFP/RFP fluorescence ratio, strain VP596; AID 624304, 2012; C. elegans VP596 Pgst-4::GFP/RFP ratio, 24 h; 0.49% of 360,000 active; inhibition, % at 21.8 µM;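 active = interference check ratio from 0.5 to 1.5 plus GFP to RFP signal ratio inhibition reaching or exceeding a fixed threshold, cut at about 30% in these data, passing the limit was not always enough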; note: some compounds called inactive have numbers as strong as hits
# MLLE-PAM2 inh: inhibitors of PABP1 MLLE–PAM2 peptide binding, primary screen, biochemical, fluorescence polarization, FITC-PAM2, GST-MLLE. inhibition, % at 20 µM. 0.36% of 360,000 active. AID 588489, 2011. Polyadenylate-binding protein 1 (Homo sapiens), P11940; in the data active = inhibition above about 35%, passing the limit was not always enough;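 note: plate controls were DMSO wells with GST-MLLE for no effect and wells lacking GST-MLLE protein for full effect; some results filed as inactive read as strong as hits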
# Starred values were filed as active, the others as inactive; i = inactive; x = not tested or not shown. Hits appear at their usual frequency. Share with any hit: about 4%.
nr	SMILES	MT1-MMP act inh	MsrA act	Neddylation inh	eLon inh	FAS-TE inh
1	CC(C)(C)NC(=O)NC(=O)COC(=O)c1cccc(F)c1	3	-3	i	-2	-6
2	COc1ccccc1OCCOc1ccc(/C=C2\C(=N)N3N=C(C)SC3=NC2=O)cc1	-8	-3	i	-6	1
3	O=C1C=C(N2CCCCCC2)C(=O)N1c1ccc(Cl)cc1	2	-2	i	2	8
4	O=C(c1ccccc1O)N1CCOCC1	1	-3	i	-4	-2
5	CN(c1ccccc1)S(=O)(=O)c1ccc(C(=O)NCC(c2ccco2)N2CCCCC2)cc1 (centres undefined)	3	-1	i	0	11
6	Cc1cc(C)nc(Nc2n[nH]c(-c3ccc(C(C)(C)C)cc3)n2)n1	2	-1	i	8	-50
7	O=C(NCc1ccccc1Cl)C1CC(=O)N(Cc2ccccc2)C1 (centres undefined)	-5	-11	i	3	-2
8	Cn1c(=O)c2c(ncn2CC(=O)Nc2nc(-c3ccccc3Cl)cs2)n(C)c1=O	2	1	i	4	-9
9	Cc1ccc([C@H]2C[C@@H](O)[C@H](n3cc(COC(=O)c4ccccc4)nn3)CN2C(=O)C2CCCCC2)cc1	2	-1	i	-5	8
10	Cc1cc(C)cc(N2C(=O)C=CC2=O)c1	0	-12	i	3	3
11	CC(C)C(OC(=O)c1nsc(Cl)c1Cl)C(=O)NC(C)(C)C (centres undefined)	4	-3	i	9	0
12	Cc1occc1-c1nnc(SCC(=O)O)n1-c1ccccc1	3	-2	i	-11	-1

nr	Rin1 Abl inh	NRP1-CendR mod	SKN-1 block	MLLE-PAM2 inh
1	1	4	8	-6
2	-1	-6	6	3
3	0	5	4	-1
4	1	5	-13	5
5	-1	4	5	11
6	1	-4	4	-2
7	-2	5	3	3
8	1	-6	-4	-4
9	-2	9	9	-18
10	1	9	2	8
11	1	-5	-1	10
12	-1	-6	2	-8

# Next results follow:
nr	SMILES	MT1-MMP act inh	MsrA act	Neddylation inh	eLon inh	FAS-TE inh
13	Nc1cc(=O)[nH]c(SCC(=O)N2CCCc3ccccc32)n1	-4	-8	i	-5	-8
14	Cc1ccc(S(=O)(=O)c2nc(Cc3ccccc3)oc2N2CCOCC2)cc1	4	0	i	-8	-5
15	CCOC(=O)c1c(NC(=O)c2cccnc2)sc(C)c1C	-3	-4	i	9	12
16	Cc1cc(-c2ccccc2)nc(Oc2ccc(C(C)(C)C)cc2)c1S(C)(=O)=O	-10	-16	i	5	24
17	Cc1ccc(CNC(=O)c2ccc(N3CCC4(CC3)CC(c3ccccc3)=NO4)c(NC(=O)c3ccco3)c2)cc1	2	-3	i	-2	64*
18	CCN1CCN(C(CNS(=O)(=O)c2ccc(OC)cc2)c2cccnc2)CC1 (centres undefined)	-1	-8	i	6	-8
19	Cc1cccc(-n2ncc3c2CCCC3NC(=O)CCN2Cc3ccccc3C2=O)c1C (centres undefined)	9	-1	i	-3	-7
20	O=C(CN1C(=O)S/C(=C\c2ccccc2F)C1=O)Nc1ccccc1O	-21	-2	i	-8	8
21	Cc1cc(O)ccc1Nc1nc(-c2sc(N)nc2C)cs1	-11	-2	i	-11	-6
22	O=C(O)CC(Cc1ccc(Cl)cc1)C(=O)Nc1ccc([N+](=O)[O-])cc1 (centres undefined)	1	5	i	1	14
23	CCOP(=O)(OCC)c1nc(/C=C/c2ccccc2)oc1NCc1ccccc1	-7	1	x	3	11
24	CC(=O)N1CCc2cc(S(=O)(=O)NC3CCCc4ccccc43)ccc21 (centres undefined)	10	-13	i	-5	-1

nr	Rin1 Abl inh	NRP1-CendR mod	SKN-1 block	MLLE-PAM2 inh
13	-2	-4	-38	4
14	-1	-5	4	36
15	-3	-20	12	-3
16	0	10	4	-11
17	-1	16	5	2
18	1	8	-9	-10
19	-3	7	5	4
20	4	-16	23	10
21	0	-38	22	-15
22	2	2	1	-3
23	0	1	-10	4
24	1	-5	-2	6

# Further entries.
nr	SMILES	MT1-MMP act inh	MsrA act	Neddylation inh	eLon inh	FAS-TE inh
25	Cc1ccc(C2=CC(c3ccccc3)n3ncnc3N2)cc1 (centres undefined)	-6	-2	x	11	-7
26	CC(=O)c1ccc(NS(=O)(=O)c2cc3c(cc2C)N(C)CCO3)cc1	-5	-3	i	3	-1
27	Cc1cc(C(=O)N/N=C/c2ccc(-c3ccccc3Cl)o2)n[nH]1	5	-8	i	-2	-4
28	CC(C)(C)c1cc(CN2CCOCC2)c(C(=O)O)o1	2	-2	i	-11	-8
29	Cc1c(C(=O)NCc2ccccc2)oc2ccc(S(=O)(=O)N3CCCC3)cc12	-3	-8	i	0	9
30	O=c1c(-c2ccccc2)nnc2sc(COc3ccc(Br)cc3)nn12	-6	-14	i	3	-3
31	COC(=O)C1CC2=C(CCC2=O)N(c2ccccc2)C1=O (centres undefined)	4	0	i	-6	-7
32	COc1ccccc1NC(=S)NC(=O)c1ccc(Cn2cc(Br)cn2)cc1	1	-1	i	-15	5
33	O=C(Nc1cccnc1)c1ccc([N+](=O)[O-])s1	10	13*	i	2	-6
34	CC1(OC(=O)C2CCCC2)C(=O)C=C2C=C(c3ccsc3)N(Cc3ccco3)C=C2C1=O (centres undefined)	-5	-4	i	-4	-2
35	NC(=O)C1CCN(C(=O)c2cc(S(=O)(=O)N3CCOCC3)ccc2Cl)CC1	-1	-2	i	7	-1
36	COc1ccc(CCNC(=O)C2CCC(=O)N(C3CCCCCC3)C2)cc1 (centres undefined)	-5	-2	i	-12	-7

nr	Rin1 Abl inh	NRP1-CendR mod	SKN-1 block	MLLE-PAM2 inh
25	-3	12	17	30
26	-4	5	15	12
27	-6	-2	6	-11
28	1	6	2	2
29	2	-1	-7	4
30	3	10	-16	-7
31	-1	-2	-17	17
32	-4	-3	8	13
33	-1	9	11	8
34	2	-8	8	7
35	0	0	0	-16
36	-3	1	13	-2

# Next part
nr	SMILES	MT1-MMP act inh	MsrA act	Neddylation inh	eLon inh	FAS-TE inh
37	Cc1sc2nc(CN3CCOCC3)nc(NS(=O)(=O)c3ccccc3)c2c1C	2	-2	i	-5	-3
38	CCn1ncc(C2=NOC(C(=O)Nc3cccnc3)C2)c1C (centres undefined)	0	-2	i	0	-10
39	COc1ccccc1-c1nnc(NC(=O)CSc2nncn2C)s1	5	-5	i	-8	-4
40	CCC(=O)N/C(=N/c1nc(C)cc(C)n1)Nc1ccccc1	-2	-2	i	-2	3
41	COc1ccc(-c2cn(CCc3c[nH]c4ccccc34)nn2)cc1	7	0	i	5	9
42	Cc1ccc(CS(=O)(=O)CCC(=O)NCCCOC(C)C)cc1	-3	-2	i	-8	-6
43	Cc1c(C(=O)NC(=S)Nc2ccc(NC(=O)c3cccs3)cc2)oc2ccccc12	2	0	i	1	-1
44	COc1ccc(C(c2oc(CO)cc(=O)c2O)c2oc(CO)cc(=O)c2O)cc1OC	-2	-3	i	-3	-3
45	O=C(COC(=O)c1cccnc1)Nc1cccc2ccccc12	5	-8	i	-4	-2
46	CCCCN1C(=S)NC[C@@H]1Cc1ccccc1	7	-1	i	-2	-6
47	CC(CCc1ccccc1)NC(=O)CNC(=O)N1CC(=O)Nc2ccccc21 (centres undefined)	2	-7	i	4	1
48	CCC1(C)Cc2c(sc3[nH]c(=S)n(Cc4ccccc4)c(=O)c23)CO1 (centres undefined)	-4	5	i	1	-4

nr	Rin1 Abl inh	NRP1-CendR mod	SKN-1 block	MLLE-PAM2 inh
37	-1	-12	0	-9
38	-1	4	0	5
39	-3	4	5	-1
40	-1	-17	10	-1
41	2	1	15	-11
42	2	4	8	-1
43	-4	-2	6	-1
44	-1	1	15	5
45	1	5	-26	4
46	4	-4	22	-116
47	3	6	-3	15
48	-6	1	8	-11

# 2 entries from above, with bars between the fields.
cpd | Molecule | MT1-MMP act inh | MsrA act | Neddylation inh | eLon inh | FAS-TE inh | Rin1 Abl inh | NRP1-CendR mod | SKN-1 block | MLLE-PAM2 inh
42 | Cc1ccc(CS(=O)(=O)CCC(=O)NCCCOC(C)C)cc1 | -3 | -2 | i | -8 | -6 | 2 | 4 | 8 | -1
44 | COc1ccc(C(c2oc(CO)cc(=O)c2O)c2oc(CO)cc(=O)c2O)cc1OC | -2 | -3 | i | -3 | -3 | -1 | 1 | 15 | 5

# Further results.
nr	SMILES	MT1-MMP act inh	MsrA act	Neddylation inh	eLon inh	FAS-TE inh
49	O=C(c1ccccc1)C1CN(Cc2ccccc2)CCC1(O)c1ccccc1 (centres undefined)	0	-2	i	3	17
50	CCOC(=O)C1CCCN(C(=O)c2cccs2)C1 (centres undefined)	-1	-5	i	-3	-8
51	OCC1(CCOc2ccccc2)CCN(Cc2ccccc2C(F)(F)F)CC1	2	-3	i	-3	18
52	CC1CCCC(NC(=O)COC(=O)c2ccccc2NC(=O)c2ccco2)C1C (centres undefined)	-2	-10	i	-2	-8
53	CCCOc1ccc(CCC(=O)N/N=C/c2ccco2)cc1	3	3	i	-10	-2
54	O=C(NCCc1ccccc1)c1ccc(Cl)c([N+](=O)[O-])c1	-2	-3	i	-8	40
55	O=C1c2cccc(OCC(=O)N3CCCc4ccccc43)c2CCN1Cc1cccnc1	-3	0	i	-8	-2
56	COc1ccc(C(=O)c2sc3nc(-c4ccccc4)ccc3c2N)cc1OC	-79	0	i	-85	-7
57	COc1ccccc1C(=O)NC(=O)COC(=O)CCS(=O)(=O)c1ccc(C)cc1	-7	-12	i	-10	-1
58	CCCCC(=O)Nc1ccc(N2CCCC2)cc1	1	-1	i	3	-25
59	Cc1cc(-c2nc(C)c(C(=O)NN)s2)no1	2	-3	i	2	-5

nr	Rin1 Abl inh	NRP1-CendR mod	SKN-1 block	MLLE-PAM2 inh
49	6	5	-7	15
50	1	-23	-14	4
51	-1	1	-5	6
52	-3	-9	-10	-10
53	2	1	-18	-7
54	-3	0	-6	1
55	-3	-6	6	2
56	-3	-68	-5	-54
57	-3	1	-1	4
58	-11	-26	4	-31
59	-1	-8	4	1

# Looked up by compound from the entries so far, 7 records:
nr	SMILES	MT1-MMP act inh	MsrA act	Neddylation inh	eLon inh	FAS-TE inh
25	Cc1ccc(C2=CC(c3ccccc3)n3ncnc3N2)cc1 (centres undefined)	-6	-2	x	11	-7
33	O=C(Nc1cccnc1)c1ccc([N+](=O)[O-])s1	10	13*	i	2	-6
11	CC(C)C(OC(=O)c1nsc(Cl)c1Cl)C(=O)NC(C)(C)C (centres undefined)	4	-3	i	9	0
1	CC(C)(C)NC(=O)NC(=O)COC(=O)c1cccc(F)c1	3	-3	i	-2	-6
8	Cn1c(=O)c2c(ncn2CC(=O)Nc2nc(-c3ccccc3Cl)cs2)n(C)c1=O	2	1	i	4	-9
27	Cc1cc(C(=O)N/N=C/c2ccc(-c3ccccc3Cl)o2)n[nH]1	5	-8	i	-2	-4
19	Cc1cccc(-n2ncc3c2CCCC3NC(=O)CCN2Cc3ccccc3C2=O)c1C (centres undefined)	9	-1	i	-3	-7

nr	Rin1 Abl inh	NRP1-CendR mod	SKN-1 block	MLLE-PAM2 inh
25	-3	12	17	30
33	-1	9	11	8
11	1	-5	-1	10
1	1	4	8	-6
8	1	-6	-4	-4
27	-6	-2	6	-11
19	-3	7	5	4

# Compound activity: PubChem BioAssay, several laboratories
